Assay outcomes as filed in PubChem BioAssay.
Salmonella PhoP GFP – Inhibition of PhoP regulon, Salmonella typhi GFP reporter cells, confirmation, 4 h (AID 1850) | Salmonella Typhi PhoP-promoter GFP reporter, fluorescence, 4 h; higher % means a stronger effect | one-dose inhibition, % at 50 µM; IC50 in µM for titrated hits | actives 0.33% (n = 310,000); in the data active = a potency from the dose series; inconclusive = inhibition mostly from about 25% at the one dose, without a potency; inactive = the rest, 99 in 100 with inhibition below about 19%;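 note: 0% = induced wells with vehicle and 100% = uninduced wells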
inhibitors of VEEV – inhibitors of VEEV TC-83 cytopathic effect, confirmation, Vero cells (AID 588727); Vero cells, VEEV TC-83 cytopathic effect inhibition; higher % means a stronger effect; inhibition, % at 20 µM; hits with a dose series show IC50 in µM; actives 0.13% (n = 350,000); in the data active = a potency from the dose series; inconclusive = inhibition mostly from about 14% at the one dose, without a potency; inactive = the rest, 99 in 100 with inhibition below about 12%; note: strong numbers were not always called active
tuberculosis growth – growth inhibition of non-replicating M. tuberculosis (AID 488890); one-dose inhibition, % at 25 µM; IC50 in µM for titrated hits; actives 0.39% (n = 320,000); Mycobacterium tuberculosis non-replicating, growth inhibition; higher % means a stronger effect; in the data active = a potency from the dose series; inconclusive = inhibition mostly from about 82% at the one dose, without a potency; inactive = the rest, 99 in 100 with inhibition below about 76%;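 note: plate controls were DMSO cells for no effect and high antibiotic wells for full effect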
H37Rv inhibition – M. tuberculosis growth inhibition, HTS (AID 449762) | inhibition, % at 25 µM; hits with a dose series show IC50 in µM | actives 0.59% (n = 330,000) | M. tuberculosis H37Rv growth inhibition, 7H9 media; higher % means a stronger effect; in the data active = a potency from the dose series; inconclusive = inhibition above about 70% without an active follow-up result;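 note: bacterial growth assessed after seven days of incubation; strong numbers were not always called active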
influenza NS1A – H1N1 influenza NS1A inhibitors, functional cell based assay (AID 504329). inhibition, % at 12.5 µM, or IC50 in µM where a hit was titrated. actives 0.3% (n = 340,000). NS1A functional cell-based assay, percent inhibition; higher % means a stronger effect; in the data active = a potency from the dose series; inconclusive = inhibition above about 27% without an active follow-up result; note: strong numbers were not always called active
inhibitors of VEEV 10K pilot screen – recorded beside inhibitors of VEEV, whose call it bears; inhibition, %; measured here: 10K pilot screen inhibition
An asterisk follows results filed as active; i = inactive; ? = inconclusive; . = no result given.

SMILES	Salmonella PhoP GFP	inhibitors of VEEV	tuberculosis growth	H37Rv inhibition	influenza NS1A	others
COc1cc(C(=O)NNC(=O)CCOc2ccccc2C)cc(OC)c1OC	.	1.2%	0%	-4%	-1%
C=CCc1ccccc1OCC(O)CNC(=O)c1ccccc1C(=O)O (centres undefined)	-3%	0.9%	-3%	-13%	-7%
Cc1c(C)n(CCC#N)c2ccccc12	6%	0.0%	2%	2%	2%
CC(NC(=O)CSc1nc(=O)cc(N)n1CCc1ccccc1)c1ccccc1 (centres undefined)	4%	4.5%	-4%	-2%	7%
CCN(CC(=O)Nc1ccccc1C(F)(F)F)C(=O)C1CC(=O)N(Cc2ccccc2)C1 (centres undefined)	1%	i	3%	4%	-12%
Cc1ccc(CNC(=O)COC(=O)c2cc3c(s2)CCC(C)C3)cc1 (centres undefined)	6%	i	31%	-3%	7%
CSc1nc2ccc(NC(=O)c3ccc(=O)[nH]c3)cc2s1	-2%	2.0%	58%	54%	-15%
COc1ccc(C(=O)Nc2ccccc2C(=O)NCCN2CCOCC2)cc1	-1%	1.1%	6%	-13%	2%
O=[N+]([O-])c1ccc(CP(=O)(c2ccccc2)c2ccccc2)cc1	2%	1.0%	-7%	9%	0%
COc1ccc(-c2cc(C(F)(F)F)c(C#N)c(SCC(=O)O)n2)cc1	-2%	0.1%	-3%	-8%	8%
Cc1ccc(C)c(OCCCC(=O)NC2CCCCC2)c1	-10%	0.5%	46%	0%	-7%
Cc1cc(C)n(CCc2nc(-c3cccs3)cs2)n1	2%	1.5%	27%	-1%	-6%
COc1ccc(NC(=O)N(Cc2cc3cc(OC)c(OC)cc3[nH]c2=O)CC2CCCO2)cc1 (centres undefined)	6%	9.1%	12%	4%	5%
COC(=O)c1nnn(-c2cccc(Cl)c2)c1C(=O)OC	15%	0.4%	63%	4%	-5%
OC(COc1ccc(C2C=CCC2)cc1)CN1CCCCC1 (centres undefined)	6%	1.1%	33%	-3%	-5%
COc1ccc(Cn2c(=S)[nH]c3ccccc32)cc1	-16%	0.1%	18%	3%	-8%
COc1cc(C(=O)OCc2cc(=O)n3ccsc3n2)ccc1OC(C)C	.	12%	11%	6%	-5%
COc1ccc(Cl)cc1C(=O)Nc1ccc2nc3n(c(=O)c2c1)CCCC3	-12%	13%	-11%	15%	1%
Cc1ccc(CNS(=O)(=O)CCNC(=O)c2ccccc2)cc1	7%	0.8%	-1%	-3%	-4%
Cc1ccc(S(=O)(=O)N(C)C)cc1NC(=O)COC(=O)Cc1n[nH]c(=O)c2ccccc12	-11%	1.6%	-1%	-11%	-4%

Molecules listed so far containing a thiophene ring, fused or not (two):
SMILES	Salmonella PhoP GFP	inhibitors of VEEV	tuberculosis growth	H37Rv inhibition	influenza NS1A	others
Cc1ccc(CNC(=O)COC(=O)c2cc3c(s2)CCC(C)C3)cc1 (centres undefined)	6%	i	31%	-3%	7%
Cc1cc(C)n(CCc2nc(-c3cccs3)cs2)n1	2%	1.5%	27%	-1%	-6%

The main list resumes with the 5 entries that preceded the break.
SMILES	Salmonella PhoP GFP	inhibitors of VEEV	tuberculosis growth	H37Rv inhibition	influenza NS1A	others
COc1ccc(Cn2c(=S)[nH]c3ccccc32)cc1	-16%	0.1%	18%	3%	-8%
COc1cc(C(=O)OCc2cc(=O)n3ccsc3n2)ccc1OC(C)C	.	12%	11%	6%	-5%
COc1ccc(Cl)cc1C(=O)Nc1ccc2nc3n(c(=O)c2c1)CCCC3	-12%	13%	-11%	15%	1%
Cc1ccc(CNS(=O)(=O)CCNC(=O)c2ccccc2)cc1	7%	0.8%	-1%	-3%	-4%
Cc1ccc(S(=O)(=O)N(C)C)cc1NC(=O)COC(=O)Cc1n[nH]c(=O)c2ccccc12	-11%	1.6%	-1%	-11%	-4%
COc1ccc(/C=C/C(=O)c2cc(F)ccc2OC(=O)c2ccccc2C)cc1OC	-7%	9.9%	17%	5%	0%
O=C(N/N=C/c1ccc(OC(=O)c2ccccc2Cl)cc1)c1cc(O)cc(O)c1	-11%	5.5%	21%	-3%	9%
O=C(COc1ccc2ccc(=O)oc2c1)Nc1ccc2c(c1)OCCO2	4%	i	5%	-8%	1%
CCc1ccc(CNC(=O)CCn2ccc3cc(S(=O)(=O)N4CCCC4)ccc32)cc1	-15%	1.0%	43%	8%	7%
Cc1ccc(-c2cccc(OC(=O)c3ccccc3F)c2)cc1	-4%	1.2%	73%	?	-3%
COc1cccc(N2[C@@H](CC(C)=O)c3cc(C(F)(F)F)ccc3S2(=O)=O)c1	-4%	0.5%	-3%	-4%	-6%
CC(=O)Nc1ccc(S(=O)(=O)N2CCC(NC(=O)c3ccco3)CC2)cc1	-11%	1.1%	-14%	-1%	3%
CCOC(=O)CN1C(=O)N[C@@H](c2ccccc2)[C@H](C(C)=O)[C@H]1C	8%	0.4%	1%	-5%	0%	inhibitors of VEEV 10K pilot screen=1.0
Nc1nnn(-c2ccccc2)c1-c1ccccc1	-1%	i	-7%	-8%	-2%
CCOC(=O)CNC(=O)CSc1nnc(-c2cccc(OC)c2)n1CC	-3%	1.1%	5%	-11%	-4%
CC(C)OC(=O)/C(C#N)=C/c1cn(C)c2ccccc12	-1%	8.7%	6%	16%	-2%
CN(C)C(=O)/C(=C\c1ccc(-c2cccc([N+](=O)[O-])c2)o1)NC(=O)c1ccccc1	-10%	9.5%	48%	9%	-4%
O=C1CCN(C(=O)Nc2ccccc2Cl)N1	2%	2.2%	2%	-3%	-4%
O=C(O)c1ccc2c(c1)C(=O)N(NC(=O)c1ccc(O)cc1)C2=O	20%	1.2%	2%	-5%	-4%
CCCOC(=O)c1ccc(NC(=O)C(=O)NCCN(CC)CC)cc1	-3%	0.2%	22%	?	-2%
Cc1ccc(-c2nnc(/C=C/c3ccccc3)o2)cc1	8%	0.6%	45%	3%	-4%
CCOC(=O)c1c(S(=O)(=O)NC2CCN(C(=O)OCC)CC2)c(C)n(C)c1C	-25%	i	12%	11%	-4%
CC[C@@]1(C(=O)OC)N[C@H](CN(C)C(=O)c2ccc(C(C)(C)C)cc2)[C@@H]2C(=O)N(Cc3ccccc3)C(=O)[C@@H]21	.	6.5%	31%	-1%	1%
COc1ccc(-c2cc3nc4n(c(=O)c3s2)CCCCC4)cc1	1%	4.6%	0%	10%	1%
C=CCN1C(c2ccc(OCC)cc2)=CS/C1=C(\C#N)c1nnc2n1CCCCC2	-1%	12%	38%	?	8%
Cc1ccnc2nc(C(=O)Nc3nnc(-c4ccc(Cl)cc4)o3)nn12	11%	2.2%	2%	2%	0%
CC(O)c1cc2c(cc1NC(=O)c1cnn3c1NC(c1ccco1)CC3C(F)(F)F)OCO2 (centres undefined)	1%	1.0%	6%	1%	0%
CCC(=O)N1CCc2cc(S(=O)(=O)NC(Cc3ccccc3)C(=O)O)ccc21 (centres undefined)	-1%	1.1%	-4%	4%	0%
CCCN(CCC)CCCNC(=O)c1cn(-c2ccc(OC)cc2)c(=O)c2ccccc12	-3%	i	-12%	-4%	-12%
COc1ccccc1N1CCN(S(=O)(=O)c2ccc3c4c(cccc24)C(=O)N3)CC1	-10%	1.3%	13%	-8%	0%
COc1cccc(NS(=O)(=O)NC(=O)c2c[nH]c3ccccc23)c1	-6%	1.0%	31%	0%	-8%
CC1CCCN(CCCN2C(=O)C3C(C(=O)Nc4ccc(Cl)cc4)C4C=CC3(O4)C2C(=O)NC2CCCCC2)C1 (centres undefined)	-9%	i	15%	6%	1%
O=C(NC1CCCCC1)c1ccccc1NC(=S)NC(=O)C1CC1	-5%	0.1%	-1%	4%	1%
CN(CC(=O)NCCN1CCOCC1)S(=O)(=O)c1ccc(F)cc1	3%	i	-8%	2%	-12%
N[C@@H](Cc1ccccc1)C(=O)N1CCOCC1	-4%	0.4%	-5%	-5%	12%
O=C(Nc1ccc(-c2nc3ccccc3o2)cc1)c1ccc(N2CCOCC2)c([N+](=O)[O-])c1	-7%	4.9%	-1%	-5%	3%
Clc1ccc(-c2n[nH]c3c2CCC3)cc1Cl	-10%	1.8%	69%	?	-2%
CC(=O)Nc1sc(C)c(C)c1CN1CCN(Cc2ccccc2)CC1	-5%	1.2%	7%	-14%	-1%
CCN1CCC(CNCc2cn(-c3ccc(OC)cc3)nc2-c2ccccc2Cl)C1 (centres undefined)	10%	64%	24%	1%	8%
Cc1cc(C)c(C#N)c(SCc2ccc(C#N)cc2)n1	0%	1.0%	-1%	-1%	-4%
CC1(C)Cc2c(C#N)c(NCCc3ccccc3)nc(-c3ccco3)c2CO1	-7%	0.5%	65%	6%	-6%
CCOC(=O)O[C@]1(C(=O)COC(=O)CC)CC[C@H]2[C@@H]3CCC4=CC(=O)C=C[C@]4(C)[C@H]3[C@@H](O)C[C@@]21C	8%	0.8%	35%	13%	0%
COc1ccc(N2Nc3n[nH]c(N)c3N2)cc1	-10%	7.7%	15%	0%	0%
CC(C)c1ccc(NC(=O)C(c2ccc3c(c2)OCO3)N2CCN(C(=O)c3ccco3)CC2)cc1 (centres undefined)	2%	i	36%	1%	3%
O=C(CNC(=O)c1ccc(Cl)c([N+](=O)[O-])c1)OC1CCCCC1=O (centres undefined)	1%	0.5%	-43%	-18%	7%
CC(NC(=O)C1CCN(S(=O)(=O)c2ccccc2)CC1)c1ccccc1 (centres undefined)	-2%	2.4%	-2%	-7%	-10%
O=C(O)CS(=O)(=O)c1ccc(C(F)(F)F)cn1	7%	i	-9%	-4%	1%
CN1OC[C@@H]2CN(S(=O)(=O)c3ccccc3)[C@H](c3cccc(Br)c3)C[C@@H]21	.	0.5%	.	.	-9%
CCOC(=O)N1CCc2c(sc(NC(=O)CCS(=O)(=O)c3ccccc3)c2C(N)=O)C1	8%	7.0%	75%	6%	3%
O=C(c1cccc(Br)c1)N1CCN(S(=O)(=O)N2CCCCC2)CC1	2%	3.4%	-4%	8%	0%
COc1ccc(N2CCN(C(CNC(C)=O)c3ccc4c(c3)OCO4)CC2)cc1 (centres undefined)	-1%	1.9%	13%	11%	11%
CCSC1=NC(=O)/C(=C2/C=Cc3ccccc3N2CC)S1	-1%	0.5%	21%	-2%	9.3µM*
Cn1c2ccccc2c2ncn(CCCN3CCOCC3)c(=O)c21	-11%	0.7%	-2%	-6%	14%
Cc1ccccc1NC(=O)Oc1cccc(OC(=O)c2ccccc2)c1	-1%	i	58%	9%	1%
CN1CCCN(S(=O)(=O)c2cccc(C#N)c2)CC1	3%	i	-2%	1%	-15%
O=C(COc1ccc(S(=O)(=O)N2CCOCC2)cc1Cl)NCCCn1ccnc1	-5%	0.1%	-13%	-4%	-5%
O=C(CSc1ccc(-c2ccco2)nn1)c1cccc([N+](=O)[O-])c1	5%	i	19%	8%	-4%
Cc1ccc2[nH]c3c(=O)[nH]ncc3c2c1	-18%	4.3%	4%	-8%	-5%
COc1ccc(NC(=O)N2CCCC2C(=O)NCc2ccc(C)cc2)cc1 (centres undefined)	10%	0.7%	0%	0%	-6%
O=C1CCCC/C=C\C[C@H](CC(=O)N(CCO)Cc2ccccc2)C(=O)N2CCC[C@@H]2CO1	.	i	-4%	-4%	-3%
C=C(C)COc1ccc(-c2nc(N)ncc2Oc2ccc(OC)cc2)c(O)c1	14%	0.5%	21%	9%	-18%
Cc1cc(S(=O)(=O)N2CC(=O)N(CCc3ccccc3)C(=O)C2)ccc1F	-11%	1.6%	3%	-7%	-14%
OCCN1CCN(C2CCC(c3ccc(F)cc3)c3ccc(F)cc32)CC1 (centres undefined)	37µM*	4.6%	75%	61%	-16%
O=C(O)c1cc(NC(=O)c2ccco2)cc(NC(=O)c2ccco2)c1	-11%	0.5%	-6%	1%	9%
COc1ccc(C2=NN(C(=O)CCCC(=O)O)C(c3cn(-c4ccccc4)nc3-c3ccccc3)C2)cc1 (centres undefined)	1%	1.2%	17%	19%	1%
Next results.
SMILES	Salmonella PhoP GFP	inhibitors of VEEV	tuberculosis growth	H37Rv inhibition	influenza NS1A	others
O=C(NCCCN1CCCC1)Nc1cccc2ccccc12	3%	i	4%	-1%	-1%
CC1CCCCC1NC(=O)c1ccc(CSc2nc3ccncc3[nH]2)cc1 (centres undefined)	0%	8.1%	.	-1%	2%
COC(=O)CSc1nnc(NC(=O)CCc2ccccc2)s1	9%	2.1%	?	?	6%
Cn1c(SCC(=O)Nc2ccc3c(c2)OCCO3)nnc1-c1ccccn1	-2%	0.1%	19%	-1%	8%
CCOC(=O)c1c(C)[nH]c(C(=O)/C(C#N)=C/c2ccc(OCC)cc2)c1C	-2%	0.5%	37%	18%	-2%
CCCCC(=O)OCC(=O)Nc1cccc(S(=O)(=O)NC2=NCCCCC2)c1	-6%	0.4%	-9%	-3%	-17%
